High-throughput results as filed in PubChem.
mIDH1 inhibitor – blocks human mutant IDH1 R132H enzyme. IDH1-R132H enzyme, NADPH consumption, diaphorase/resazurin fluorescence. Potency, µM (top dose mostly 76.6 µM), for the others: at the top dose activity change, negative = inhibition, actives largely listed as inhibitors. hit rate 0.093% among 390,000. AID 602179; also: potency is read from the fitted curve at half-maximal effect; % is scaled to controls: 0 for no effect and ±100 for the full control effect; nearly all actives have a fitted effect of over 65% in size
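IDH1-R132H (0.5 ug/mL) preincubated 30 min with compound, then NADPH (0.016 mM) and alpha-KG (2 mM) added; 80 min at RT, pH 7.5. Remaining NADPH coupled via diaphorase/resazurin to fluorescence (540/590 nm); concentration-response curves normalized to no-enzyme control.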
TRHR agonist – agonists of human TRH receptor; P34981; TRHR cells, calcium flux fluo-8, FDSS agonist mode; activation, % at 2 µM; hit rate 0.18% among 360,000; AID 493084; in the data active = activation above about 30%; also: 0% is about no effect
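TRHR-expressing cells loaded with fluo-8 calcium dye; 23 nL library compound pin-transferred, kinetic FDSS fluorescence (Ex 480/Em 530) recorded about 180 s for agonist-induced calcium release, before a 10 nM TRH EC20 addition for potentiator mode.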
TrxR1 substrate – rat thioredoxin reductase 1 substrate activity; AID 588456; purified TrxR1 substrate turnover, NADPH consumption readout; O89049; Potency, µM (series often up to 114 µM), for the others: at the top dose activity change, negative = substrate turnover; hit rate 0.01% among 390,000; also: potency is read from the fitted curve at half-maximal effect; % is scaled to controls: 0 for no effect and ±100 for the full control effect; nearly all actives have a fitted effect of over 50% in size
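Rat TrxR1, dispensed at 90 nM, was prereduced with 400 uM NADPH (final) for 5 min at ~22 deg C, then incubated with compound 15 min before 400 uM selenite. A first-read NADPH fluorescence drop versus no-compound background flagged substrates.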
TRHR enhancer – TRH receptor (human) allosteric enhancement | AID 493056 | hit rate 0.66% among 360,000 | TRHR cells, fluo-8 calcium fluorescence, EC20 TRH enhancement | enhancement, % at 2 µM | P34981; in the data active = enhancement above about 30%; also: 0% is about no effect
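Enhancer read-out: after compound pinning and an initial kinetic agonist-mode read, an EC20 of TRH (10 nM final) was injected and fluo-8 calcium signal (Ex 480/Em 530) followed at 1 s/cycle for 100 cycles in TRHR-expressing cells.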
Pin1 inhibitor – human Pin1 inhibition | Q13526 | Pin1 FP peptide displacement, HiFluor488, 10 min | Potency, µM (highest dose often 115 µM), inactives show at the highest dose activity, negative = inhibition, actives largely listed as inhibitors | hit rate 0.009% among 390,000; active = well fitted inhibition curve with a large enough effect in the polarisation, with a control signal flat, not every such curve was filed as active; inconclusive = small, poorly fitted or top-dose-only effect, or effect the other way, or a change in a side signal; inactive = no such curve, though single readings can be large or run the other way; the % refers to the polarisation; also: potency is read from the fitted curve at half-maximal effect; % is scaled to controls: 0 for no effect and ±100 for the full control effect
Target sequence (Q13526 whole entry, looked up): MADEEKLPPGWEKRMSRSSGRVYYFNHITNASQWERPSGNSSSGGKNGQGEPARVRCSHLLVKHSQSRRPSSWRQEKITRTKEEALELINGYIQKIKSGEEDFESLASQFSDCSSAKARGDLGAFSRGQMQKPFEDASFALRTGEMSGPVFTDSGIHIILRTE
USP1-UAF1 inh – blocks the human USP1/UAF1 deubiquitinase complex. recombinant USP1/UAF1, Ub-Rhodamine cleavage fluorescence. Potency, µM (highest dose often 57.1 µM), for the others: at the highest dose activity change, negative = inhibition, actives largely listed as inhibitors. hit rate 0.23% among 390,000; also: potency is read from the fitted curve at half-maximal effect; % is scaled to controls: 0 for no effect and ±100 for the full control effect; nearly all actives have a fitted effect of over 60% in size; inactives centre near -12
Target sequence (O94782 whole entry, looked up): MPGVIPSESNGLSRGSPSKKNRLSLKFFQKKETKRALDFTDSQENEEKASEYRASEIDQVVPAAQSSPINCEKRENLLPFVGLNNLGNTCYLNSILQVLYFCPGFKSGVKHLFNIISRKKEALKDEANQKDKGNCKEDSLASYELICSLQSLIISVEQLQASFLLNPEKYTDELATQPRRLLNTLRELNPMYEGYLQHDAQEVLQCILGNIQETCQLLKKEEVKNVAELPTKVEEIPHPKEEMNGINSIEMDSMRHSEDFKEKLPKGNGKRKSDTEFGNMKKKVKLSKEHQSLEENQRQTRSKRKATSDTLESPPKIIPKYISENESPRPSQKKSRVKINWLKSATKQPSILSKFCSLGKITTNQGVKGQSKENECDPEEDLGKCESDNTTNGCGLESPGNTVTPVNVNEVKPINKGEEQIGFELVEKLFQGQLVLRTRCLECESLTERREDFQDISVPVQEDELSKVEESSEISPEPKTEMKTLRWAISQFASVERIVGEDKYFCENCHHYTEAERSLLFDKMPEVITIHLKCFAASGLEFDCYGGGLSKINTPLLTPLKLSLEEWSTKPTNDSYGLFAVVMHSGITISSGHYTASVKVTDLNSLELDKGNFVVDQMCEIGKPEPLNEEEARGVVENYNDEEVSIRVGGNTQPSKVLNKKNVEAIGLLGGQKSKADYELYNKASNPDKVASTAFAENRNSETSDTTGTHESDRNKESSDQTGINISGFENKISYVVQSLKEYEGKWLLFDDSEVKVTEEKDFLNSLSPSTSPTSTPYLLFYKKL
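Step one: compound is pinned into 1nM USP1/UAF1 in HEPES pH 7.8 buffer with TCEP. Step two: 15 min room-temperature incubation. Step three: Ub-Rho (150nM final) starts cleavage, tracked by fluorescence over six one-minute reads.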
D2 antag – D2 dopamine receptor (human) antagonism | P14416 | HEK293 TREx D2 cells, calcium flux, dopamine EC80 | inhibition, % at 10 µM | hit rate 2% among 340,000; in the data active = inhibition above about 30%; also: 0% is about no effect
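Cells plated overnight at 30 C with tetracycline; no-wash calcium dye, 30–90 min RT; 10 s baseline; compound pinned; 180 s read; EC80 dopamine added; another 180 s read.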
TrxR1 inh – rat TrxR1 inhibition; O89049; recombinant rTrxR1, NADPH fluorescence consumption, selenite substrate; Potency, µM (doses to about 114 µM), inactives show top-dose activity change, negative = inhibition, most hits filed as inhibitors; hit rate 1% among 390,000; AID 588453; also: potency is read from the fitted curve at half-maximal effect; % is scaled to controls: 0 for no effect and ±100 for the full control effect; nearly all actives have a fitted effect of over 65% in size
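Rat TrxR1 (90 nM in the dispensed reagent) was pre-reduced with 400 uM NADPH for 5 min at room temperature, then incubated with compound for 15 min. After 400 uM selenite was added, NADPH fluorescence (Ex 340/Em 450 nm) was followed for 8 min.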
D2 ag – activates the human D2 dopamine receptor. P14416. HEK293 T-REx D2 cells, calcium flux agonist mode. activation, % at 2 µM. hit rate 0.53% among 340,000. AID 485358;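 active = activation over 3 SD above normal in the single-dose calcium agonist read, cut at about 30% in these data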; also: 0% is about no effect
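In this primary screen, compounds producing a positive calcium signal within 180 s of addition to tetracycline-induced, force-coupled HEK293 Trex D2 cells are flagged; cells are dye-loaded with a no-wash calcium kit beforehand.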
Starred values were filed as active, the others as inactive; ? = inconclusive; . = not tested or not shown; [ ] = another dose, or the depositor's remark. Unless noted, calls follow the shape of the dose curve; as a rule, active = well fitted inhibition curve with a large enough effect; inconclusive = small, poorly fitted or top-dose-only effect; inactive = no such curve, though single readings can be large or run the other way. The list is partial; the hit share may differ from the screen's.

The line under a structure holds: USP1-UAF1 inh | TrxR1 inh | TrxR1 substrate | TRHR enhancer | mIDH1 inhibitor | D2 ag | TRHR agonist | Pin1 inhibitor | D2 antag
COc1ccc(CNC(=O)C2=C(C)C(=O)OC23CCC(C)CC3)cc1 (stereo not given)
    -16% | 5%[57.1 µM] | 11%[57.1 µM] | 11 | 2% | 1.4 | -0.8 | -4% | 0
O=c1oc2cc(OCc3ccc(C(F)(F)F)cc3)ccc2cc1-c1ccccn1
    -10% | 9% | 14% | 10 | 3% | -0.6 | 1.3 | -7% | 7
O=C(/C=C/c1ccccc1[N+](=O)[O-])NCc1ccc(Cl)cc1
    -14% | 6% | -5% | 2 | 4% | -1.1 | -1.2 | 1% | -6
Cc1ccc(NC(=O)C(C)SCc2nc3sc4c(c3c(=O)[nH]2)CCCC4)nc1 (stereo not given)
    -23% | 2% | 12% | 0 | 8% | 0.1 | 1.3 | ? | -14
CCOC(=O)c1ccc(NC2=CC(=O)CC(c3ccco3)C2)cc1 (stereo not given)
    -25% | 2%[57.1 µM] | -9% | -1 | 10% | 0.5 | 0.1 | -5% | -7
COc1cccc(NC(=O)CN(C)CC(=O)NC(C)c2ccccc2)c1 (stereo not given)
    -14% | 8% | 10% | -2 | 0% | 0.6 | -1.2 | -2% | 2
COc1ccc2c(=O)c3c(=O)n(Cc4ccco4)c(-c4cc(OC)c(OC)c(OC)c4)nc3oc2c1
    6% | -28% | -12% | 0 | 3% | 0.7 | -0.3 | ? | 6
CC(C)n1c(=O)[nH][nH]c1=S
    3% | -3%[57.1 µM] | 3%[57.1 µM] | 3 | 2% | 0.3 | 0.2 | -3% | -33
COc1cc(-c2cc(=O)c3ccccc3o2)ccc1O
    -16% | 2%[57.1 µM] | 0%[57.1 µM] | 3 | 16% | 0.6 | 4.5 | 4% | -14
O=C(COc1nc2ccccc2nc1N1CCOCC1)NCC(F)(F)F
    0% | 5% | -6% | -7 | 5% | 0.6 | 0.5 | 3% | 14

In a second layout: entries from further up
compound	USP1-UAF1 inh	TrxR1 inh	TrxR1 substrate	TRHR enhancer	mIDH1 inhibitor	D2 ag	TRHR agonist	Pin1 inhibitor	D2 antag
Cc1ccc(NC(=O)C(C)SCc2nc3sc4c(c3c(=O)[nH]2)CCCC4)nc1 (stereo not given)	-23%	2%	12%	0	8%	0.1	1.3	?	-14
CC(C)n1c(=O)[nH][nH]c1=S	3%	-3%[57.1 µM]	3%[57.1 µM]	3	2%	0.3	0.2	-3%	-33
COc1cc(-c2cc(=O)c3ccccc3o2)ccc1O	-16%	2%[57.1 µM]	0%[57.1 µM]	3	16%	0.6	4.5	4%	-14
O=C(/C=C/c1ccccc1[N+](=O)[O-])NCc1ccc(Cl)cc1	-14%	6%	-5%	2	4%	-1.1	-1.2	1%	-6

(list continues)
The line under a structure holds: USP1-UAF1 inh | TrxR1 inh | TrxR1 substrate | TRHR enhancer | mIDH1 inhibitor | D2 ag | TRHR agonist | Pin1 inhibitor | D2 antag
COc1cc(Cl)c(NC(=O)c2cc(CN3CCCC3)on2)c(OC)c1
    -12% | 5% | 0% | -2 | -1% | 0.2 | -0.5 | -2% | .
CN(CC(=O)Nc1ccc(F)c(F)c1F)C(=O)CCc1nc2sc3c(c2c(=O)[nH]1)CCCC3
    -11% | 6%[57.1 µM] | 3%[57.1 µM] | 6 | 0% | 0.0 | 0.5 | 36%[activator] | -7
CC(C)C(NS(=O)(=O)c1cccc2nsnc12)C(=O)NCCC1=CCCCC1 (stereo not given)
    10% | -5% | -5% | 1 | 9% | -0.9 | -0.5 | -8% | 8
CCOc1ccc(-c2cc(C(=O)N3CCN(c4ccc(C)cc4)C(C)C3)c3ccccc3n2)cc1 (stereo not given)
    ? | -20%[57.1 µM] | -4%[57.1 µM] | -16 | 13% | 0.5 | 0.2 | 4% | .
COC(=O)c1c(C)[nH]c(C(=O)OCC(=O)c2c(N)n(CC(C)C)c(=O)n(C)c2=O)c1C
    -2% | 19% | -6% | . | -4% | . | . | 16% | .
COc1ccc(C(=O)COc2ccc(NC(C)=O)cc2)cc1
    4% | 5% | 2% | 7 | 0% | -0.1 | 0.1 | -1% | 3
CCS(=O)(=O)NCCc1csc(-c2cccnc2)n1
    3% | 19%[57.1 µM] | 11%[57.1 µM] | -3 | 2% | 0.4 | 0.7 | ? | -5
Cc1nnc(SCc2ccc(C(=O)c3ccc(Cl)cc3)o2)n1-c1ccccc1
    ? | ? | 2% | 0 | 3% | 0.2 | -0.3 | 1% | -24
COc1ccc(-c2nc(CS(=O)(=O)CC(=O)NCc3ccc(F)cc3)c(C)o2)cc1
    -22% | -7% | 8% | 0 | 0% | -1.0 | 0.0 | ? | 2
COc1cc(OC)cc(C(=O)NNC(=O)c2ccc(-n3cncn3)c([N+](=O)[O-])c2)c1
    -19% | -1%[57.1 µM] | -1%[57.1 µM] | 1 | -3% | 0.5 | 0.3 | 1% | -8

(further entries)
The line under a structure holds: USP1-UAF1 inh | TrxR1 inh | TrxR1 substrate | TRHR enhancer | mIDH1 inhibitor | D2 ag | TRHR agonist | Pin1 inhibitor | D2 antag
Cc1ccc(C(OC(=O)c2ccco2)C(=O)NCc2cccs2)cc1 (stereo not given)
    -21% | 18%[57.1 µM] | -5%[57.1 µM] | -1 | 9% | -1.4 | -0.6 | 0% | 2
COc1cc(Br)cc2cc(C(=O)OC3CCN(C)CC3)c(=O)oc12
    -8% | -9% | 1% | . | 2% | . | . | 1% | .
COC(=O)c1ccc(N2CCN(C)CC2)c(NC(=O)c2sc3ccccc3c2Cl)c1
    -11% | 18% | -1% | . | -1% | . | . | 9% | .
CCCCNc1c(-c2ccc(-c3cccc(Cl)c3)cc2)nc2ccc(Cl)cn12
    -14% | 18%[57.1 µM] | 12%[57.1 µM] | . | -5% | . | . | 18% | .
CC(=O)Nc1nnc(C)s1
    -13% | 16%[57.1 µM] | 0%[57.1 µM] | 1 | 8% | 0.3 | 0.5 | -6% | 9
O=C(COC(=O)/C=C/c1ccc(F)cc1)NCc1ccco1
    -23% | 19% | 5% | 14 | 13% | . | -1.4 | -3% | .
Cc1cc(OCC(=O)Nc2cccnc2)c2c(C)c(C)c(=O)oc2c1
    -22% | 17% | 10% | 1 | 3% | . | 0.5 | 4% | .
CCC(C)(C)n1nnnc1C(c1cc2cc(C)cc(C)c2[nH]c1=O)N1CCCC1 (stereo not given)
    -14% | ? | 2% | 6 | -5% | 1.0 | 0.3 | 28% | -11
CCNC(=O)NC(=O)COC(=O)CCCc1nc2ccccc2s1
    -12% | 11%[57.1 µM] | -7% | -4 | 8% | 1.2 | -1.3 | -15% | 0
O=c1c2cnn(-c3ccc(F)cc3)c2ncn1Cc1ccccc1
    -12% | -2% | 1% | 7 | -2% | -0.1 | -0.7 | 0% | -28

Full records from above. Screens in order: USP1-UAF1 inh, TrxR1 inh, TrxR1 substrate, TRHR enhancer, mIDH1 inhibitor, D2 ag, TRHR agonist, Pin1 inhibitor, D2 antag
Cc1cc(OCC(=O)Nc2cccnc2)c2c(C)c(C)c(=O)oc2c1 is entered as -22%, 17%, 10%, 1, 3%, ., 0.5, 4%, .
COC(=O)c1ccc(N2CCN(C)CC2)c(NC(=O)c2sc3ccccc3c2Cl)c1 is entered as -11%, 18%, -1%, ., -1%, ., ., 9%, .
Cc1ccc(C(OC(=O)c2ccco2)C(=O)NCc2cccs2)cc1 (stereo not given) is entered as -21%, 18%[57.1 µM], -5%[57.1 µM], -1, 9%, -1.4, -0.6, 0%, 2
COc1cc(Br)cc2cc(C(=O)OC3CCN(C)CC3)c(=O)oc12 is entered as -8%, -9%, 1%, ., 2%, ., ., 1%, .

(cont.)
The line under a structure holds: USP1-UAF1 inh | TrxR1 inh | TrxR1 substrate | TRHR enhancer | mIDH1 inhibitor | D2 ag | TRHR agonist | Pin1 inhibitor | D2 antag
CCOC(=O)c1ccccc1Oc1c(F)c(F)nc(NCCO)c1F
    -12% | 14% | 9% | 14 | 4% | -1.5 | -0.5 | 7% | 1
CCc1ccc2c(c1)c(=O)c(C(=O)c1ccc(C)cc1)cn2CC(=O)Nc1ccccc1C
    -11% | 16% | 7% | 3 | 15% | 0.5 | 0.4 | 1% | .
CCOc1ccc(/C=N/OCC(=O)Nc2ccc3c(c2)OCO3)cc1
    -25% | 26% | 7% | 0 | 0% | -0.4 | 0.9 | -6% | 2
COc1ccc2cc(S(=O)(=O)c3ccccc3F)c(=O)oc2c1
    -15% | 152%[activator] | 256%[activator] | -2 | ? | 0.4 | -0.2 | 2% | .
CC(=O)Nc1ccc(S(=O)(=O)N(C)CC(=O)OCC(=O)NNC(=O)c2ccccc2F)cc1
    -14% | -10% | -6% | 11 | 0% | 0.4 | 0.3 | -2% | 14
Cc1ccc2cc(CN(CC3CCCO3)C(=O)NC3CCCCC3)c(=O)[nH]c2c1C (stereo not given)
    1% | -7% | 1% | -10 | 13% | 1.2 | -0.2 | -1% | 4
Cn1nccc1C(=O)NC1CCN(Cc2ccccc2)CC1
    -6% | 0% | 0% | -1 | -2% | -0.3 | 0.2 | 2% | 55*
O=C1C=CN(C(=O)Oc2ccccc2)CC1
    -16% | -7% | -7% | -7 | 5% | 1.4 | 0.0 | 0% | 2
CCNC(=O)c1c(NC(C)=O)sc2c1CCCC2
    6% | 7% | 5% | 3 | 5% | -0.4 | -0.4 | -4% | -2
Cc1ccc(-c2noc(CCCc3ccccc3)n2)cc1
    -2% | 13% | 2% | 7 | 15% | 1.0 | 1.6 | 0% | 14
O=C(NCc1ccccc1Cl)c1ccc2c(c1)N(Cc1ccccc1)C(=O)CS2
    -8% | 19%[57.1 µM] | -1%[57.1 µM] | -3 | -13% | 0.6 | -0.2 | 17% | .
